SUMO HTRF inh: inhibitors of in vitro SUMOylation cascade, primary screen, biochemical, HTRF, uHTS. SUMO-conjugating enzyme UBC9 (Homo sapiens), P63279. HTRF SUMOylation assay, SAE1/SAE2 + UBC9. inhibition, % at 35 µM. 0.36% of 290,000 active; in the data active = inhibition above about 50%, passing the limit was not always enough; also: strong numbers were not always called active
Target sequence (P63279 whole entry, looked up): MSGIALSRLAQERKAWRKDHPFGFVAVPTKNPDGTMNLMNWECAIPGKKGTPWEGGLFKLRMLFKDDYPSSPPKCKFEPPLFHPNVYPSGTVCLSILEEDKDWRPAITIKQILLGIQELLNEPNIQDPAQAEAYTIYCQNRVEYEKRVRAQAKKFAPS
DNA FID counter: compounds displacing fluorescent DNA intercalator, primary screen, artefact control for HCV NS3 helicase inhibitor project, biochemical, FID fluorescence. DNA fluorescent intercalator displacement. inhibition, % at 7.9 µM. 0.17% of 290,000 active; in the data active = inhibition above about 37%;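 also: 0% = vehicle and 100% = reference compound; higher means more ethidium bromide displaced from hairpin DNA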
MEKK2mut PB1 HTS: MEK5 binding signal on mutant MEKK2 PB1, primary screen, biochemical, multiplex bead flow cytometry, Alexa488-MEK5. Alexa488-MEK5 binding to MEKK2 mutant. percent response, % at 10 µM. 0.35% of 290,000 active; in the data active = percent response above about 24%, passing the limit was not always enough; also: inactives centre near 1; some results filed as inactive read as strong as hits
HCV NS3 hel inh: inhibitors of HCV NS3 helicase, primary screen, biochemical, Cy5 molecular beacon fluorescence; NS3 helicase DNA unwinding; inhibition, % at 10.9 µM; 0.56% of 290,000 active; AID 1800, 2009;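 active = inhibition above the mean of all tested compounds plus 3 SD, set per campaign, cut at about 35% in these data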;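 also: 0% = DMSO wells and 100% = thioflavine S control wells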
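System: Hepatitis C virus NS3 helicase domain fragment enzyme | Reagent: Annealed dual-labelled DNA beacon duplex, ATP-started | Compound dosing: 10.9 µM single point, 0.8% DMSO | Incubation: 1 h reaction at 25 °C, ATP-initiated | Technique: Cy5 fluorescence | Evaluation: Percent inhibition from t60/t0 fluorescence ratio | Benchmarks: Low DMSO, high thioflavine S at 110 µM | Replication: Singlicate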
IMP-1 inh: IMP-1 metallo-beta-lactamase inhibitors, primary screen, biochemical, epi-absorbance readout, Pseudomonas aeruginosa enzyme | metallo-beta-lactamase IMP-1 (Pseudomonas aeruginosa) | purified IMP-1, nitrocefin hydrolysis, epi-absorbance fluorescence | 0.45% of 290,000 active | inhibition, % at 5.6 µM;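 active = inhibition above the mean plus 3 SD of all compounds in the same screening run, cut at about 4.5% in these data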;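 also: 0% = IMP-1 with DMSO and 100% = DMSO wells lacking enzyme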
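System: purified recombinant IMP-1 beta-lactamase. Medium: Zinc- and detergent-supplemented HEPES buffer, pH 7.1. Compound: one 5.6 µM dose […]. Schedule: 15 min preincubation plus 25 min reaction at 25 °C. Technique: Epi-absorbance fluorescence, 480 nm excitation, 530 nm emission.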
NALP1 yeast inh: NALP1 inflammasome inhibitors in reconstituted yeast, colorimetric, S. cerevisiae, triplicate retest; S. cerevisiae NALP1/ASC/caspase-1 growth, X-gal OD620, 72 h; inhibition, % at 10 µM; 0.61% of 280,000 active; AID 2071, 2009; in the data active = inhibition mostly above about 24%, no sharp cut-off; inactive = mostly below about 32%; also: some compounds called inactive have numbers as strong as hits
VIM-2 inh: VIM-2 metallo-beta-lactamase inhibitors, primary screen, biochemical, epi-absorbance readout, Pseudomonas aeruginosa enzyme; 0.89% of 290,000 active; purified VIM-2, nitrocefin hydrolysis, epi-absorbance fluorescence; inhibition, % at 5.6 µM; AID 1527, 2009;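 active = inhibition above the mean of all tested compounds plus 3 SD, cutoff set per screening run, cut at about 7.5% in these data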;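 also: red hydrolysis product quenches plate fluorescence so inhibitors raise well fluorescence; 0% = enzyme with DMSO and 100% = DMSO without enzyme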
MEKK2 WT-MEK5: modulators of MEK5 binding to wildtype MEKK2, primary screen, biochemical, multiplex bead flow cytometry, Alexa488-MEK5; 1.1% of 290,000 active; binding response (% of control), % at 10 µM; Mitogen-activated protein kinase kinase kinase 2 (Homo sapiens), Q9Y2U5; Alexa488-MEK5 binding to MEKK2 WT; actives lie on both sides; in the data active = binding response below about 67% or above about 130%
M18AAP inhibitor: PfM18AAP inhibitors, malaria aminopeptidase, primary screen, biochemical, QFRET, recombinant enzyme. H-Glu-NHMec fluorogenic cleavage. inhibition, % at 7.35 µM. 1.2% of 290,000 active. M18 aspartyl aminopeptidase (Plasmodium falciparum 3D7);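 active = inhibition above the campaign mean inhibition over all tested compounds plus 3 SD, cut at about 28% in these data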;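 also: 0% = plate median of test compound wells and 100% = 2 mM ZnCl2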
* marks the source's active call; other numbers are inactive results; / = not tested or not shown.

SMILES | SUMO HTRF inh | DNA FID counter | MEKK2mut PB1 HTS | HCV NS3 hel inh | IMP-1 inh | NALP1 yeast inh | VIM-2 inh | MEKK2 WT-MEK5 | M18AAP inhibitor
O=C(NCc1ccco1)c1cccc(S(=O)(=O)N2CCCC2)c1 | -4 | -6 | -8 | -5 | -1.6 | 10 | -3.2 | 96 | 3
Cc1ccccc1OCCNC(=O)c1ccc2ccccc2n1 | -18 | -26 | 2 | -26 | -1.9 | 30 | -2.1 | 101 | -14
Cc1nn2c(NCCCN(C)C)c3c(nc2c1-c1ccccc1)CCCC3 | 3 | 34 | -13 | -35 | -0.6 | 12 | 45* | 75 | -7
c1ccc(-c2c3ccccc3nc3[nH]c4ccccc4c23)cc1 | -12 | -2 | -2 | -13 | -3.9 | 43 | -1.8 | 100 | 1
Nc1csnc1C(=O)O | 12 | 5 | -3 | -1 | -2.5 | 5 | -0.5 | 97 | -2
C=CCNc1nc(Nc2ccc(OC)cc2)nc(OCC)n1 | -6 | -10 | -1 | -7 | -0.7 | 17 | 0.1 | 101 | 2
COc1cc(C2SCCS2)cc(Br)c1Oc1ncccc1[N+](=O)[O-] | 0 | 1 | -15 | -5 | -2.5 | 24 | -3.4 | 90 | -2
COC(=O)CN1C(=O)C(C)=C(c2ccc(C)cc2)S1(=O)=O | 19 | -1 | 9 | 2 | -0.9 | 25 | -1.6 | 109 | -2
COc1ccc(C)cc1S(=O)(=O)NC1CC1 | -7 | -2 | 0 | 11 | -1.4 | 22 | 0.7 | 102 | -1
CCCCNC(=O)C(c1ccc(-c2ccccc2)cc1)N(CCN1CCOCC1)C(=O)CCCCCN1C(=O)NC(c2ccc([N+](=O)[O-])cc2)C(C(=O)OCc2ccccc2)=C1C (stereo not drawn) | 30 | -12 | -2 | -10 | -3.3 | 33 | -3.4 | 101 | -8
COCCCNC(=S)N1CCN(c2nc(-c3ccc(F)cc3)cs2)CC1 | 8 | -29 | 8 | -16 | -2.8 | -77 | -1.8 | 105 | 2
Cc1ccc(OCc2cc(C(=O)N(CCO)Cc3cccs3)no2)cc1C | -21 | -34 | 2 | -13 | -1.0 | 23 | 1.3 | 104 | 0
CCN(CC)c1ncnc2c1sc1nc(C)cc(C)c12 | -1 | -7 | 2 | -6 | -2.7 | -3 | 1.5 | 108 | 3
Cc1cc(C(=O)OCC(=O)N(C)c2ccccc2)ccc1[N+](=O)[O-] | 1 | -14 | -2 | 2 | -2.8 | -4 | -2.0 | 99 | 4
Cc1ccc(NC(=O)CN(C)C(=O)c2ccc(Br)o2)cc1 | 7 | -4 | 1 | 9 | -4.1 | 6 | -1.7 | 100 | 9
O=C1CN(c2ccccc2)C(=O)N1 | 12 | -1 | 2 | -4 | -2.8 | 6 | -0.1 | 98 | -13
COc1cccc(OCCOc2ccccc2OC(C)C)c1 | -3 | -13 | 0 | 26 | 0.0 | -7 | 1.0 | 101 | -11
COc1ccccc1N1CCN(C2CCCN(C(=O)CN3CCCCC3=O)C2)CC1 (stereo not drawn) | -4 | -21 | -9 | 19 | -0.3 | 16 | 1.9 | 95 | 12
CCOC(=O)c1oc2ccccc2c1CSc1nnnn1-c1ccccc1 | -22 | -6 | 2 | 11 | -1.6 | 12 | -1.0 | 98 | -12
C=CCn1c(SCc2c(C)noc2C)nc2sc3c(c2c1=O)CCCCC3 | -3 | 1 | -10 | 2 | -6.8 | 21 | -4.8 | 95 | -4
COc1ccc(CC(=O)N[C@@H](CCSC)c2nc3ccccc3[nH]2)cc1 | -12 | -8 | -2 | -11 | -2.1 | -2 | -3.5 | 97 | 0
C[C@]12CC[C@@H]3c4ccc(OC(=O)c5ccccc5)cc4CC[C@H]3[C@@H]1CC[C@@H]2O | 22 | -17 | -3 | 12 | -3.4 | 28 | -2.3 | 101 | 5
CC1(C)CC(c2nc(-c3ccc([N+](=O)[O-])cc3)cs2)CCO1 (stereo not drawn) | -14 | -4 | -5 | -7 | -2.6 | -3 | -1.7 | 96 | 2
CCC(Oc1ccccc1)C(=O)Nc1ncc([N+](=O)[O-])s1 (stereo not drawn) | 3 | 4 | -9 | -2 | -3.9 | -12 | -4.0 | 96 | 3
Cc1nn(Cc2ccccc2Cl)c(C)c1C(=O)Nc1nnc(C2CC2)s1 | 18 | -37 | 5 | -18 | 0.3 | 25 | 0.1 | 107 | -6

Random excerpt: seven compounds from above, in no set order.
SMILES | SUMO HTRF inh | DNA FID counter | MEKK2mut PB1 HTS | HCV NS3 hel inh | IMP-1 inh | NALP1 yeast inh | VIM-2 inh | MEKK2 WT-MEK5 | M18AAP inhibitor
O=C1CN(c2ccccc2)C(=O)N1 | 12 | -1 | 2 | -4 | -2.8 | 6 | -0.1 | 98 | -13
COc1cccc(OCCOc2ccccc2OC(C)C)c1 | -3 | -13 | 0 | 26 | 0.0 | -7 | 1.0 | 101 | -11
COc1ccccc1N1CCN(C2CCCN(C(=O)CN3CCCCC3=O)C2)CC1 (stereo not drawn) | -4 | -21 | -9 | 19 | -0.3 | 16 | 1.9 | 95 | 12
Nc1csnc1C(=O)O | 12 | 5 | -3 | -1 | -2.5 | 5 | -0.5 | 97 | -2
CCC(Oc1ccccc1)C(=O)Nc1ncc([N+](=O)[O-])s1 (stereo not drawn) | 3 | 4 | -9 | -2 | -3.9 | -12 | -4.0 | 96 | 3
Cc1ccccc1OCCNC(=O)c1ccc2ccccc2n1 | -18 | -26 | 2 | -26 | -1.9 | 30 | -2.1 | 101 | -14
CCCCNC(=O)C(c1ccc(-c2ccccc2)cc1)N(CCN1CCOCC1)C(=O)CCCCCN1C(=O)NC(c2ccc([N+](=O)[O-])cc2)C(C(=O)OCc2ccccc2)=C1C (stereo not drawn) | 30 | -12 | -2 | -10 | -3.3 | 33 | -3.4 | 101 | -8

The main list resumes; the three compounds before the break are reprinted first.
SMILES | SUMO HTRF inh | DNA FID counter | MEKK2mut PB1 HTS | HCV NS3 hel inh | IMP-1 inh | NALP1 yeast inh | VIM-2 inh | MEKK2 WT-MEK5 | M18AAP inhibitor
CC1(C)CC(c2nc(-c3ccc([N+](=O)[O-])cc3)cs2)CCO1 (stereo not drawn) | -14 | -4 | -5 | -7 | -2.6 | -3 | -1.7 | 96 | 2
CCC(Oc1ccccc1)C(=O)Nc1ncc([N+](=O)[O-])s1 (stereo not drawn) | 3 | 4 | -9 | -2 | -3.9 | -12 | -4.0 | 96 | 3
Cc1nn(Cc2ccccc2Cl)c(C)c1C(=O)Nc1nnc(C2CC2)s1 | 18 | -37 | 5 | -18 | 0.3 | 25 | 0.1 | 107 | -6
CC(=O)Oc1ccc(OC(C)=O)c(S(=O)(=O)c2ccc(C)c(C)c2)c1 | 10 | -22 | 9 | -1 | -0.5 | -14 | -3.6 | 109 | -13
CC1CCCC(C)N1/N=C/c1ccc([N+](=O)[O-])cc1 (stereo not drawn) | 5 | -7 | 7 | 2 | -1.8 | 16 | 0.0 | 107 | 2
O=C(CN1C(=O)S/C(=C\C=C\c2ccccc2)C1=O)Nc1ccc(O)cc1 | 19 | 8 | 0 | 11 | 0.3 | 27 | -0.9 | 92 | -2
Cn1ncc(-c2ccno2)c1C(=O)O | 11 | 2 | 4 | 3 | -1.8 | -4 | -0.1 | 102 | -6
CS(=O)(=O)N(CC(=O)N1CCN(C(c2ccccc2)c2ccccc2)CC1)C1CCCCC1 | 4 | -7 | 1 | -4 | -3.1 | 15 | -1.9 | 96 | -2
COC(=O)c1c(-c2cccc(C)c2)csc1NC(=O)C1CCCO1 (stereo not drawn) | 5 | -17 | 0 | -1 | -2.1 | 10 | 0.1 | 100 | 2
Cc1ccc2nc(Cl)c(/C=N/NC(=O)c3ccccc3O)cc2c1 | -9 | 0 | 2 | -3 | -2.2 | 22 | -1.4 | 101 | -1
CC1CN(S(=O)(=O)c2cccc(-c3csc(-c4ccccc4)n3)c2)CC(C)O1 (stereo not drawn) | -5 | -14 | 4 | 11 | -1.5 | 0 | -1.4 | 104 | -2
Cc1cccc(NC(=S)N2CCN(Cc3ccc4c(c3)OCO4)CC2)c1C | -10 | 0 | 4 | 5 | -1.6 | 22 | -0.6 | 108 | -3
CCOC(=O)N1CCN(CC(O)c2ccc3c(c2)CCN3)CC1 (stereo not drawn) | -10 | -3 | 4 | -10 | -2.0 | -46 | -3.9 | 102 | 3
CC(C)(C)c1ccc(C(=O)N/C(=C\c2cccc([N+](=O)[O-])c2)C(=O)Nc2cccc(C(=O)O)c2)cc1 | 9 | -8 | 2 | -45 | -1.8 | / | -0.3 | 94 | 4
COc1ccc(/C=C/c2ccncc2)c2ccccc12 | -8 | -7 | 2 | -14 | -3.2 | / | -0.9 | 104 | 4
Cc1ccc(OCCCC(=O)Nc2ccc3c(c2)OCO3)cc1 | -1 | -10 | 1 | -4 | -1.5 | 8 | 1.8 | 95 | -3
CCC(C)(C)NC(=O)CN(C(=O)c1csnn1)c1ccccc1-c1ccccc1 | 12 | -24 | 8 | 0 | -2.8 | 5 | -1.6 | 103 | 1
CC(=O)Nc1nc(-c2ccc([N+](=O)[O-])cc2)cs1 | 4 | 11 | -1 | -1 | -4.9 | 2 | -2.5 | 104 | 0
Cc1cc(C)cc(NC(=O)CSCc2cc(=O)n3ccsc3n2)c1 | -2 | -10 | 1 | 4 | -2.4 | -1 | 0.2 | 99 | -2
O=C(C1=C[C@@H](c2ccccc2)C[C@@H](OCCCCO)O1)N1CCN(Cc2ccc3c(c2)OCO3)CC1 | 22 | -31 | 4 | -10 | -0.8 | 13 | -0.5 | 103 | -1
O=C1NC(c2ccc(Br)cc2)Nc2ccccc21 (stereo not drawn) | 11 | -4 | 4 | 5 | -3.3 | 1 | -4.2 | 105 | 3
COC(c1ccccc1)c1nc2ccccc2[nH]c1=O (stereo not drawn) | -14 | -2 | -6 | 1 | -1.5 | 21 | 0.2 | 95 | -4
CCOC(=O)N1CCN(C(=O)C(=O)Nc2sc3c(c2C#N)CC(C)(C)OC3)CC1 | -4 | -42 | 4 | 9 | -4.2 | 14 | -2.5 | 101 | -8
CCOC(=O)c1ccccc1Nc1cn(C(C)=O)c2ccccc12 | 14 | -6 | 2 | -2 | -1.2 | 5 | -1.4 | 105 | -2
COc1cc(/C=C/C(=O)NC(C)C2CC3CCC2C3)cc(OC)c1OC (stereo not drawn) | 8 | -39 | 3 | 6 | -1.3 | -1 | -2.1 | 99 | -3
C=CCN1N=C(c2ccc(NC(=O)c3ccccc3)cc2)CSC1=O | 36 | 5 | -9 | 4 | -1.4 | 26 | -5.6 | 90 | -1

An unsorted share of the library. Share with any hit: about 4.7%.
